High-throughput results from PubChem BioAssay.
Lmaj promast – Leishmania major promastigote growth inhibition, primary screen | Leishmania major promastigotes, resazurin fluorescence viability | inhibition, % at 10 µM | 200,000 tested, 9% active; in the data active = inhibition above about 50%;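 also: promastigotes grown with compound for 44 hours at 28 °C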
TNAP inh noacc – human TNAP enzyme inhibitors, primary screen, biochemical, luminescent, no phosphate acceptor, uHTS. Alkaline phosphatase, tissue-nonspecific isozyme (Homo sapiens), P05186. purified TNAP, CDP-star luminescence, 30 min. inhibition, % at 20 µM. 200,000 tested, 0.26% active. AID 1012, 2008;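 active = tissue-nonspecific alkaline phosphatase inhibition above about 50% at 20 µM in the single-dose screen, limit read from the data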;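 also: 0% = DMSO negative control and 100% = EDTA positive control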
Target sequence (P05186 whole entry, looked up): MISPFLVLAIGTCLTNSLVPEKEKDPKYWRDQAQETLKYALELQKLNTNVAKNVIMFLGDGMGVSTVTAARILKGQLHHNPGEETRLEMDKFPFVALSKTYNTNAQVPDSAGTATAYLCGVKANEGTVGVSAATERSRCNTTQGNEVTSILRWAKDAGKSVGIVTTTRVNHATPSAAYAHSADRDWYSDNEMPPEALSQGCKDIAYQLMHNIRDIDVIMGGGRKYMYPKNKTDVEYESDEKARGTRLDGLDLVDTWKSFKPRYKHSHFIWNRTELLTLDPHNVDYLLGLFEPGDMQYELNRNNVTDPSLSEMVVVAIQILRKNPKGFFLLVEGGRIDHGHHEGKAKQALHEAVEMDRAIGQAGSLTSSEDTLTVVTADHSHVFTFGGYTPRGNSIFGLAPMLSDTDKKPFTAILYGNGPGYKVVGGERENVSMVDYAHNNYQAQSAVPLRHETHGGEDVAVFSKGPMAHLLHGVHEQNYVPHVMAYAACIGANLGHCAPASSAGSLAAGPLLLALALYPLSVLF
PMI act – activators of human PMI, primary screen, biochemical, fluorescence intensity, near-Km mannose 6-phosphate; Mannose-6-phosphate isomerase (Homo sapiens), P34949; purified human PMI, coupled resazurin fluorescence, 20 min; active compounds read high; 1 = vehicle control, 0 substrate-free wells; activation factor at 20 µM; 190,000 tested, 0.005% active; AID 1214, 2008;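 active = activation factor of 2 or more at 20 µM, relative to plate controls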
Target sequence (P34949 whole entry, looked up): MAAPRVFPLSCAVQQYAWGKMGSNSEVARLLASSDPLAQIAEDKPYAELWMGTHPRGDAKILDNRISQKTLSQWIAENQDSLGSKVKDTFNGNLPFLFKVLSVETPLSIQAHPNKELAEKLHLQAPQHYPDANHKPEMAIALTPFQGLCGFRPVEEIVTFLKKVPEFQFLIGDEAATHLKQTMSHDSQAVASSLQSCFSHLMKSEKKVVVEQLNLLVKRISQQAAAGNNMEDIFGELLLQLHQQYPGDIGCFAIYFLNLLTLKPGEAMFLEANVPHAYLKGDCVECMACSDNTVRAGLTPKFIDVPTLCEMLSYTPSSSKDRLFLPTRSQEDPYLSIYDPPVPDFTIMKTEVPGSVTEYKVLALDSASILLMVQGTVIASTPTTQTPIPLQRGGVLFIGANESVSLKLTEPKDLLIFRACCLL
bIAP activator – bovine intestinal alkaline phosphatase activators, primary screen, biochemical, bovine IAP, CDP-star luminescence; activation factor at 20 µM; alkaline phosphatase, intestinal [Bos taurus]; 200,000 tested, 0.17% active; AID 1016, 2008; purified bovine IAP, 30 min; active compounds read high; fold of DMSO-control signal, blank-subtracted;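 active = activation factor of 2 or more at 20 µM, a signal rise over negative controls twice the positive control's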
bIAP inh – bovine intestinal alkaline phosphatase inhibitors, primary screen, selectivity assay for TNAP inhibitor project, biochemical, bovine IAP, CDP-star luminescence | alkaline phosphatase, intestinal [Bos taurus] | purified bovine IAP, 30 min | inhibition, % at 20 µM | 190,000 tested, under 10 active;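 active = over 50% inhibition of intestinal alkaline phosphatase at 20 µM in the single-dose screen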
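Incubation: 30 min reaction at room temperature / Material: purified bovine intestinal alkaline phosphatase (IAP) enzyme / Input: enzyme at 1/65,000,000 dilution / Dosing: 20 µM single dose / Signal: CDP-star luminescence signal / Reagent: CDP-star chemiluminescent phosphatase substrate, 30 µM final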
Diaph act CS – compounds boosting diaphorase resazurin reduction – biochemical, uHTS, resorufin fluorescence, counter-screen for diaphorase-coupled primary assays, primary screen | Diaphorase/resazurin coupled assay, 16 min; active compounds read high; 1 = vehicle wells, 0 = NADH-free wells | activation factor at 20 µM | 190,000 tested, 0.005% active;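 active = diaphorase activity raised at least twofold by the compound at 20 µM; inactive = activation factor below 2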
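Material: purified diaphorase enzyme from Clostridium kluyveri; Also added: 0.114 mM NADH and 0.1 mM resazurin, final amounts; Doses: single compound dose of 20 µM, 1% DMSO final; Times: 16 min enzyme reaction, ambient temperature; Detection: resorufin fluorescence, excitation 544 nm, emission 590 nm; Measure: increased resorufin signal from activators or reducing compounds.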
PMI act hi M6P – human PMI activators, high substrate, primary screen, biochemical, fluorescence intensity, near-saturating mannose 6-phosphate; 190,000 tested, 0.34% active; activation factor at 20 µM; Mannose-6-phosphate isomerase (Homo sapiens), P34949; coupled PMI enzyme assay, resazurin fluorescence, 20 min; active compounds read high; 1 = untreated enzyme, 0 = substrate-free blank;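 active = activation factor of 2 or more at 20 µM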
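Material: human phosphomannose isomerase with PGI, G6PDH, diaphorase coupling enzymes. Quantity: 15 ng/mL PMI. Medium: HEPES pH 7.4 buffer with MgCl2 and Tween-20. Reagent: Near-saturating mannose-6-phosphate, 1.0 mM. Compound: 20 µM single dose. Times: enzyme reaction with compound 20 min at room temperature. Detection: resorufin fluorescence at Ex 544/Em 590 nm.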
TNAP act hiacc – TNAP activators at high phosphate acceptor level, primary screen, biochemical, luminescence, uHTS | AID 1136, 2008 | 200,000 tested, under 10 active | activation factor at 20 µM | Alkaline phosphatase, tissue-nonspecific isozyme (Homo sapiens), P05186 | purified TNAP, CDP-star luminescence, 1 M DEA, 30 min; active compounds read high; 0 = EDTA background, 1 = DMSO-only activity;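 active = activation factor at least 2 at 20 µM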
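system = human TNAP | amount = enzyme diluted 1/800 final | reagent = 100 µM CDP-star substrate | signal = luminescent substrate turnover signal | dosing = one dose, 20 µM | benchmarks = EDTA negative control, DMSO positive control | measure = activation factor | timing = 30 min reaction, room temperature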
TNAP inh hiacc – human TNAP enzyme inhibitors, primary screen, biochemical, luminescent, high phosphate acceptor level, uHTS. Alkaline phosphatase, tissue-nonspecific isozyme (Homo sapiens), P05186. purified TNAP, CDP-star luminescence, 1 M DEA. inhibition, % at 20 µM. 200,000 tested, 0.03% active. AID 1135, 2008;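 active = over 50% inhibition of tissue-nonspecific alkaline phosphatase at 20 µM in the single-dose screen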;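 also: plate controls were DMSO wells for no effect and EDTA-quenched wells as full inhibition for full effect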
Diaph inh CS – diaphorase inhibitors and chemical oxidizers, primary screen, counter-screen for diaphorase-coupled primary assays, biochemical, uHTS, resorufin fluorescence; diaphorase resazurin-to-resorufin fluorescence, NADH, 16 min; bacterial (C. kluyveri) enzyme, not human; inhibition, % at 20 µM; 190,000 tested, 0.69% active; AID 1217, 2008;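 active = primary screen inhibition at 20 µM above a set limit, cut at about 50% in these data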;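 also: plate controls were DMSO with full reaction for no effect and wells lacking NADH for full effect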
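Assay system: diaphorase enzyme from Clostridium kluyveri; Input: enzyme working solution with 0.14 U/mL diaphorase; Timing: 16 min at room temperature; Technique: resorufin fluorescence, excitation 544 nm, emission 590 nm; Benchmarks: positive control minus NADH, DMSO neutral control.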
Active calls of the source: *; / = no result given.

compound	TNAP inh hiacc	PMI act	PMI act hi M6P	TNAP inh noacc	Lmaj promast	bIAP activator	Diaph inh CS	TNAP act hiacc	bIAP inh	Diaph act CS
O=C(Oc1ccc(C(=S)N2CCCCC2)cc1)c1ccccc1	-1	0.8	0.9	0	14	1	17	1	-4	0.8
O=C(COc1ccccc1)N1CCN=C1SCc1cccnc1	-8	0.9	0.9	-15	65*	0.9	19	1.1	7	0.8
CCOC(=O)Cn1cc(C(=O)OC)c2ccccc21	-1	1	1	-8	-8	0.9	12	1	11	0.9
Cc1c(Cl)c(C(=O)N2CCCC2)nn1C	-2	0.9	1	-10	-7	1	2	1	4	1
c1csc(CN2CCOCC2)c1	-2	1	1.1	-10	2	0.9	12	1	12	0.9
CC1=C(C#N)C(=O)NC(C)(C)C1	-5	1	1	-16	2	0.9	4	1	9	1
CC(C)(C(N)=O)N1CCN(c2ncc(C(F)(F)F)cc2Cl)CC1	-3	1	1.1	-11	-1	1	4	1	-5	1
C=CCOc1ccc(C2N3CC4(C)CN2CC(CCC)(C3)C4=O)cc1 (stereo unspecified)	-3	0.9	0.9	-8	7	1	17	1	5	0.8
COc1ccc(OC)c(NC(=O)Cn2c(CCC(=O)O)ccc2-c2ccc(C)cc2)c1	-1	1	1	1	-3	1.1	6	1	-5	0.9
Cc1ccc(S(=O)(=O)N2CCOCC2)cc1C(=O)Nc1ccccn1	-4	1	1	-14	1	0.9	14	1	6	0.9
NC(=O)CC1Nc2cccc3cccc(c23)NC1=O (stereo unspecified)	10	0.8	0.7	-3	-1	0.9	56*	0.9	5	0.4
Nc1nc(-c2ccccn2)nc(N)c1Cc1ccccc1F	-6	0.9	0.8	-29	95*	1.1	5	1.1	-10	0.9
O=C(O)CCC(=O)c1c[nH]c2ccccc12	0	0.9	0.9	-8	-5	0.9	5	1	7	0.9
CCN1CCCC1CNC(=O)c1cc2c(C)nc3ccccc3c2o1 (stereo unspecified)	-1	1	1.1	-2	100*	1.1	-22	1	-7	1.2
C=CCc1cc(OC)ccc1OCCOCCN1CCc2ccccc2C1	-5	1.1	1.1	-15	90*	1.2	-10	1.1	-22	1.1
Cn1c(C(=O)N2CCC(C(=O)N3CCN(Cc4ccc5c(c4)OCO5)CC3)CC2)cc2sccc21	-5	0.8	0.8	0	8	1.1	17	1	-6	0.8
CCc1ccccc1S(=O)(=O)Cc1ccc(C(=O)NCc2cccs2)o1	-6	0.9	1	-9	2	1.1	7	1.1	-8	0.9
COCCOc1ccc(C(F)(F)F)cc1Nc1nc2ccccc2o1	-3	0.8	0.8	-8	6	0.9	25	1	11	0.7
COc1cc(NC(=O)COC(=O)CNC(=O)c2ccc(C)s2)cc(OC)c1	-3	1	1	-19	-3	1.1	6	1	-6	0.9
COc1ccc(C2C(C(=O)N3CCN(C)CC3)c3ccccc3C(=O)N2C2CCCCC2)cc1 (stereo unspecified)	-2	1.1	1.1	6	-4	1.2	-4	1	-15	1
C[C@H]1CC[C@H]2C(=O)N[C@H](Cc3ccccc3)C(=O)N2[C@@H]1c1ccccc1	-1	1.1	1.1	-7	-2	1.2	2	1	-19	1
C=CCNC(=S)NNC(=O)c1ccc(OCC)cc1	0	0.9	0.9	-191	-2	1.4	9	1	-35	0.9
CCc1ccc2nc3nc(C)cc(C)c3c(N)c2c1	-8	0.9	0.9	-5	101*	1	2	1.1	0	1
COc1cc(C=O)ccc1OCCOCCOc1cc(C)ccc1Cl	-1	0.9	0.9	-6	73*	0.9	14	1	5	0.9
Cc1cccc(Nc2c3c(nc4ncnn24)CCC3)c1	-6	1.1	1	-15	-4	1	-3	1.1	3	1

One compound at a time, from the list above. Values in the order: TNAP inh hiacc	PMI act	PMI act hi M6P	TNAP inh noacc	Lmaj promast	bIAP activator	Diaph inh CS	TNAP act hiacc	bIAP inh	Diaph act CS
`CCN1CCCC1CNC(=O)c1cc2c(C)nc3ccccc3c2o1` (stereo unspecified) is listed with -1	1	1.1	-2	100*	1.1	-22	1	-7	1.2
`c1csc(CN2CCOCC2)c1` is listed with -2	1	1.1	-10	2	0.9	12	1	12	0.9

Following part.
compound	TNAP inh hiacc	PMI act	PMI act hi M6P	TNAP inh noacc	Lmaj promast	bIAP activator	Diaph inh CS	TNAP act hiacc	bIAP inh	Diaph act CS
CCCOc1ccc(CN(CCO)CCO)cc1C(=O)OC	-10	1.1	1.1	-6	-2	1	17	1.1	1	0.8
N#CC1=C(N)n2c(s/c(=C\c3cccs3)c2=O)=C(C#N)C1c1cccs1 (stereo unspecified)	6	1.2	0.9	12	-6	0.8	29	0.9	15	0.7
COC(=O)c1ccc(NC(C)C(=O)OC)c([N+](=O)[O-])c1 (stereo unspecified)	2	1.1	1.1	-3	-5	0.8	10	1	18	0.9
CC(C)(C)OC(=O)N[C@H](Cc1ccccc1)C(=O)N1CCC(C(=O)O)CC1	-4	1	0.9	-4	2	1	12	1	0	0.9
Cc1cccc(C)c1NS(=O)(=O)c1ccc2c(c1)NC(=O)CO2	-4	1	1.1	-18	-5	1	12	1	0	0.9
CSc1nnc(C)c(=O)n1COC(=O)/C=C/c1ccc2c(c1)OCO2	1	1.2	0.9	-6	8	1.1	14	1	-14	0.9
COc1cccc(CN2C(=O)N(C(C)C)C(N(O)C(=O)NC(C)C)C2(C)C)c1OC (stereo unspecified)	-3	0.9	0.9	-6	-6	1	14	1	3	0.9
COc1ccc(CCNC(=S)NC2CCN(Cc3ccccc3)CC2)cc1OC	-2	1	0.9	-18	3	1.2	-7	1	-23	1.1
Cc1cccc(N(CC(O)CN(C)C)S(=O)(=O)c2ccccc2)c1 (stereo unspecified)	-8	0.9	0.9	-14	96*	1	13	1.1	1	0.9
CN(C)S(=O)(=O)c1ccc(S(=O)(=O)N(CC(=O)Nc2ccccc2)Cc2ccco2)cc1	-1	1.1	1	-7	-8	1	2	1	-1	1
CN(Cc1ccccc1)CC(O)COc1ccc(CNCCc2ccncc2)cc1 (stereo unspecified)	-3	1	1.1	-3	90*	1	6	1	0	0.9
CC(C)C(C)(C#N)NC(=O)CSc1ncnc2sc(-c3ccccc3)cc12 (stereo unspecified)	1	0.9	0.9	-5	4	0.9	14	1	12	0.9
Cc1cc(NC(=S)Nc2ccccc2)ccc1Br	-6	1.1	1.1	4	97*	0.8	10	1.1	21	0.9
S=c1[nH]nc(COc2ccccc2)n1-c1ccccc1	-6	1	1	-11	0	0.9	22	1.1	8	0.8
Cc1ccc(Cn2cc(S(=O)(=O)c3ccc(Cl)cc3)c(=O)c3cc(F)ccc32)cc1	-2	0.9	0.9	-8	23	1	-4	1	1	1
CNC(=S)N/N=C/c1ccc(OCC(=O)Nc2c(C)cc(C)cc2C)c(OC)c1	0	0.9	0.9	-6	-2	1	17	1	-3	0.8
CC(C)=CC(=O)Nc1nnc(C)s1	-1	1.1	1	-11	-6	0.9	0	1	8	1
O=C(O)CSCC(=O)NCc1cccc(C(F)(F)F)c1	-4	1	1	-8	-3	1	-6	1	4	1.1
COc1ccc(C(=O)NC(=S)NNC(=O)c2c(-c3ccccc3)noc2C)cc1	-6	1	1.2	-100	-1	0.4	38	1.1	/	0.6
COc1ccc(CNCCc2ccccc2)cc1OCC(N)=O	1	1	1.1	-6	-4	1	5	1	4	0.9
CCC(Sc1ncnc2sc(C)c(C)c12)C(=O)OC (stereo unspecified)	-4	0.8	0.9	-10	-1	0.9	18	1	7	0.8
CCOC(=O)COc1ccc2ccccc2c1/C=C/[N+](=O)[O-]	4	0.8	0.5	10	90*	0.9	25	1	9	0.8
CCCCN(C)C(=O)CCCCn1c(=O)[nH]c2cc(OCC)c(OCC)cc2c1=O	0	1	0.9	4	21	1	11	1	-1	0.9
Cn1c(=O)c2c(nc(CN3CCN(C(=O)c4ccco4)CC3)n2Cc2ccc(Cl)cc2)n(C)c1=O	-7	1	1	-17	16	1	12	1.1	0	0.9
